# IDE cell inh: inhibitors of human insulin-degrading enzyme in cells | HEK cells, FAbetaB cleavage, fluorescence polarization | inhibition, % at 5.59 µM | actives 0.41% (n = 320,000);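 active means percent inhibition above the average of all tested compounds plus 3 SD, set per screening campaign, cut at about 16% in these data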;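 further: IDE supplied by intact live HEK cells; FP after avidin binding of uncleaved biotin substrate so inhibition keeps polarization high; 0% = DMSO wells and 100% = 60 µM reference IDE inhibitor Ii1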
# Target sequence (P14735 whole entry, looked up): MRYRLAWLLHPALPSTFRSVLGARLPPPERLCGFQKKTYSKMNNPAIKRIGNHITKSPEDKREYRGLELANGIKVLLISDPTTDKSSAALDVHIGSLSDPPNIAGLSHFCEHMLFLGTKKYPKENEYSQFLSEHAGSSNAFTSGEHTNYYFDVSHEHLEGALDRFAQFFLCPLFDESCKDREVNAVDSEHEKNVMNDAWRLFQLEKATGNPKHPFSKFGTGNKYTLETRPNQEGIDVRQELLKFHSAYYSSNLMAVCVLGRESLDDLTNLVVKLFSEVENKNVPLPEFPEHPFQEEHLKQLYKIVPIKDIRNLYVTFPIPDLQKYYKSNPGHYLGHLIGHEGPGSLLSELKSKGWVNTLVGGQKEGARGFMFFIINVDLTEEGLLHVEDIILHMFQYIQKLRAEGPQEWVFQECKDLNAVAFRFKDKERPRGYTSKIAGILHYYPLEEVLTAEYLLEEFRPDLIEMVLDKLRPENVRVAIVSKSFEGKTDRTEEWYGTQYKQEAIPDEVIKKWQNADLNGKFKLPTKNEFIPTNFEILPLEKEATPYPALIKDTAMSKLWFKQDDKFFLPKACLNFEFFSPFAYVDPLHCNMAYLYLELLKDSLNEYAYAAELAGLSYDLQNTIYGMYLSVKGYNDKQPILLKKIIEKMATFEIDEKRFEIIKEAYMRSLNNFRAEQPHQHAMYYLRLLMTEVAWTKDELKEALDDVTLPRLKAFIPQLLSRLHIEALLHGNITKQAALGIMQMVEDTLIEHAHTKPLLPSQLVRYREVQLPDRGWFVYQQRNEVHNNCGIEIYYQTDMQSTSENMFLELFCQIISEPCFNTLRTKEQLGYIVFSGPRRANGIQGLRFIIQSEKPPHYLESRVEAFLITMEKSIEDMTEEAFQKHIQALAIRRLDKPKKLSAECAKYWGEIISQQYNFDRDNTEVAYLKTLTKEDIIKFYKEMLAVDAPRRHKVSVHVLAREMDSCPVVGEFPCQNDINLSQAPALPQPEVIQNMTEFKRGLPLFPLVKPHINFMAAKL
# pCIP destab: lowers stability of the mouse p/CIP coactivator protein; actives 0.01% (n = 290,000); F442A p/CIP-EGFP cells, EGFP fluorescence, 16 h; decrease of EGFP signal, % at 10 µM; Q05BA5;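 active means EGFP signal decrease of at least 30% at 10 µM or well 3 SD below plate mean, unless failing retest; inactive means the rest, including hits failing retest or dose response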; further: some compounds called inactive have numbers as strong as hits; many of its hits are not listed in these tables
# IDE act: boosts human insulin-degrading enzyme activity in HEK cells; P14735; actives 0.073% (n = 340,000); FAbeta-B cleavage, fluorescence polarization; 0% vehicle, 100% cell-free pure enzyme wells; activation, % at 5.96 µM;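 active means activation above the mean of all tested compounds plus 3 SD, set per screening campaign, cut at about 17% in these data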
# IMP-1 inh: inhibitors of Pseudomonas aeruginosa IMP-1 metallo-beta-lactamase; actives 0.45% (n = 290,000); purified IMP-1, nitrocefin hydrolysis, epi-absorbance fluorescence; inhibition, % at 5.6 µM;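 active means inhibition above the mean plus 3 SD of all compounds in the same screening run, cut at about 4.5% in these data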;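 further: 0% = IMP-1 with DMSO and 100% = DMSO wells lacking enzyme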
#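 System: Purified IMP-1 | Read-out basis: Percent enzyme inhibition | Controls: IMP-1 with DMSO as 0%, enzyme-free DMSO as 100% | Replicates: One well per compound | Doses: 5.6 µM nominal single concentration | Detection: Epi-absorbance fluorescence, 480 nm excitation, 530 nm emission | Incubation: 25 °C, 15 min preincubation, 25 min reaction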
# NALP1 inh: blocks the NALP1 inflammasome reconstituted in yeast; S. cerevisiae NALP1/ASC/caspase-1 growth, X-gal OD620, 72 h; inhibition, % at 10 µM; actives 0.61% (n = 280,000); in the data active means inhibition mostly above about 24%, no sharp cut-off; inactive means mostly below about 32%; further: some compounds called inactive have numbers as strong as hits
# PHOSPHO1 block: inhibitors of human PHOSPHO1 phosphatase; Q8TCT1; recombinant PHOSPHO1, absorbance phosphatase assay; inhibition, % at 13.3 µM; actives 1.1% (n = 290,000); AID 1565; in the data active means inhibition above about 60%
# VIM-2 inhibitor: blocks Pseudomonas aeruginosa VIM-2 metallo-beta-lactamase. purified VIM-2, nitrocefin hydrolysis, epi-absorbance fluorescence. AID 1527. inhibition, % at 5.6 µM. actives 0.89% (n = 290,000);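 active means inhibition above the mean of all tested compounds plus 3 SD, cutoff set per screening run, cut at about 7.5% in these data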;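 further: red hydrolysis product quenches plate fluorescence so inhibitors raise well fluorescence; 0% = enzyme with DMSO and 100% = DMSO without enzyme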
# M18AAP inhibitor: PfM18AAP enzyme inhibition. recombinant PfM18AAP, H-Glu-NHMec fluorogenic cleavage. inhibition, % at 7.35 µM. actives 1.2% (n = 290,000). AID 1822;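 active means inhibition above the campaign mean inhibition over all tested compounds plus 3 SD, cut at about 28% in these data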;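 further: 0% = plate median of test compound wells and 100% = 2 mM ZnCl2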
# GPR7 antag: human neuropeptides B/W receptor 1 antagonism | GPR7-expressing cells, fluorescence antagonist assay | inhibition, % at 4.4 µM | actives 1.1% (n = 290,000) | AID 1861; in the data active means inhibition above about 16%, passing the limit was not always enough;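 further: cells stimulated with the agonist NPW; 0% = agonist with vehicle and 100% = vehicle without agonist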
# * marks the source's active call; other numbers are inactive results; / = no result given. No enrichment for hits; overall some 5.3% were active at least once.
SMILES,IDE cell inh,pCIP destab,IDE act,IMP-1 inh,NALP1 inh,PHOSPHO1 block,VIM-2 inhibitor,M18AAP inhibitor,GPR7 antag
O=C(CCC(=O)N(CC(=O)NC1CCCC1)c1ccc(F)cc1)Nc1nccs1,1,7,2,-2.7,-6,42,-1.5,0,-9
COc1ccc(CN2CCNC(=O)C2CC(=O)N(C)Cc2ccncn2)c(OC)c1 (stereo unspecified),-3,-2,-2,-0.3,4,7,-0.1,-1,-12
Cc1cc(/C=C(\C#N)C(=O)N2CCOCC2)c(C)n1C1CCCC1,2,-21,5,-1.0,14,24,1.3,-16,-7
O=C(C1CC1c1ccccc1)N1CCOCC1 (stereo unspecified),2,5,4,-1.6,-8,1,-0.2,-1,-1
O=C(C[n+]1ccc(C(=O)NCCCO)cc1)c1cccc(Br)c1,6,-18,-4,-2.2,-2,4,-2.4,1,-10
CC(=O)c1c(C)oc2ccc(OCc3ccccc3)cc12,/,-14,1,-0.2,32,27,0.4,-15,-7
COc1ccccc1CNC(=O)c1ccc(NS(=O)(=O)c2c(C)noc2C)cc1,1,-6,-5,-3.4,22,16,-2.1,0,-5
CCOc1ccc(CC(=O)OCN2C(=O)c3ccccc3C2=O)cc1,4,5,2,-1.4,5,-13,-0.9,2,-4
COc1cc2[nH]c(=O)n(CCCCCC(=O)NCCCN3CCCC3=O)c(=O)c2cc1OC,5,5,6,-2.7,29,-22,-3.7,1,-12
COc1cccc(-c2noc(C(C)n3nc(C)c([N+](=O)[O-])c3C)n2)c1 (stereo unspecified),8,-8,5,-2.4,-4,16,-1.4,3,-14
NC(=O)CC(NC(=O)Cc1ccc(Cl)cc1)c1ccc(NCCN2CCOCC2)c([N+](=O)[O-])c1 (stereo unspecified),-3,-18,-5,-2.4,9,-19,-1.8,1,-8
Cc1ccc(OC(=O)c2cccc(C(=O)Oc3ccc(C)cc3)n2)cc1,4,-1,2,0.8,13,22,-0.6,0,6
CC(Sc1nc(-c2ccccc2)nc2c1COC(C)(C)C2)C(=O)N1CCOCC1 (stereo unspecified),0,6,3,-3.0,-2,-3,-1.4,1,-9
CCOC(=O)CSc1nc2ccccc2n2cnnc12,-1,-3,-4,-3.3,0,0,0.3,-8,-10
O=C(COc1ccccc1)N1CCN(S(=O)(=O)c2cccs2)CC1,5,8,7,-0.6,2,-22,-0.8,-17,5
O=C(Cn1c(=O)c2cccn2c2ccccc21)NCCCN1CCCCC1,2,-10,2,-1.2,-6,54,-4.4,3,1
CN(C)S(=O)(=O)c1cccc(COC(=O)CN2C(=O)NC3(CCCC3)C2=O)c1,-1,-5,2,-2.7,-6,10,-3.5,1,-14
O=C(CN1CCCCC1)Nc1ccc(NC(=O)c2ccccc2Cl)cc1Cl,10,-13,8,-3.2,27,-12,-2.6,4,0
O=C(Cn1nc(-c2ccc(Cl)cc2)ccc1=O)NCC1CCCO1 (stereo unspecified),0,-7,-1,-1.4,-2,4,-1.6,0,-4
Cc1cccc(N(CC(=O)NC2CCCCC2)C(=O)c2ccc(C)s2)c1,0,2,2,0.8,22,7,0.3,-1,6
CN1CCN(/C=C(\C#N)S(=O)(=O)c2ccc(Cl)cc2)CC1,-1,-4,1,-2.7,-1,-8,-2.9,0,-10
Cn1c(-c2cccc(Br)c2)n[nH]c1=O,1,-2,/,-1.0,9,42,-1.1,-6,-13
Cc1ccc(-n2c(SCC(=O)N3CCCC3)nc3c(c2=O)SCC3)cc1,11,-3,/,-3.0,4,-11,0.1,1,-10
Oc1ccc2ccccc2c1C=Nc1ccccc1,-1,5,1,-1.8,-9,20,-2.5,4,-8

# Continued; the last 3 above are carried over.
SMILES,IDE cell inh,pCIP destab,IDE act,IMP-1 inh,NALP1 inh,PHOSPHO1 block,VIM-2 inhibitor,M18AAP inhibitor,GPR7 antag
Cn1c(-c2cccc(Br)c2)n[nH]c1=O,1,-2,/,-1.0,9,42,-1.1,-6,-13
Cc1ccc(-n2c(SCC(=O)N3CCCC3)nc3c(c2=O)SCC3)cc1,11,-3,/,-3.0,4,-11,0.1,1,-10
Oc1ccc2ccccc2c1C=Nc1ccccc1,-1,5,1,-1.8,-9,20,-2.5,4,-8
O=C(O)c1cc(NC(=O)c2ccc(Cl)c([N+](=O)[O-])c2)cc(C(=O)O)c1,-2,-7,5,-0.6,15,18,-1.0,5,5
CN(CC(=O)NC1CCCc2ccccc21)S(=O)(=O)c1cccs1 (stereo unspecified),3,-7,8,-1.2,25,1,-2.7,-5,-7
O=C(Nc1ccc2c(c1)OCO2)C1CCN(Cc2cnn(-c3ccccc3)c2-n2cccc2)CC1,-1,-5,-3,-3.1,1,21,-2.9,-17,-5
CCN(Cc1ccccc1)S(=O)(=O)c1ccc(C(=O)Nc2nnc(C3CC3)o2)cc1,4,-9,0,/,21,35,/,/,/
O=S(=O)(c1cccc(-c2cn3cccnc3n2)c1)N1CCOCC1,5,-18,-1,-1.3,19,-22,1.0,5,-1
COc1ccc(OC)c(C2C(C(=O)c3ccco3)=C(O)C(=O)N2Cc2cccnc2)c1 (stereo unspecified),4,9,0,-1.5,3,33,61*,12,1
Cc1ccc(C)c(NC(=S)N(Cc2cccc(Br)c2)CC2CCC(C(=O)O)CC2)c1 (stereo unspecified),4,-10,2,-1.6,-10,-16,-7.0,1,-21
O=[N+]([O-])c1ccc(NCCCN2CCOCC2)c(Cl)c1,3,4,1,-2.8,1,5,-1.6,0,6
Cc1ccc2nc(-c3ccccc3)c(CC(=O)O)c(C(=O)O)c2c1,-2,-16,2,-3.9,-6,37,-1.8,3,-5
Cc1ccc(CNC(=O)CC(C)S(=O)(=O)c2ccc3c(c2)NC(=O)CS3)o1 (stereo unspecified),-4,-3,-2,-2.8,13,43,1.4,-26,5
Cc1cc(C(=O)NCCCN2CCCC2=O)cs1,-1,-2,6,-6.1,27,28,-1.6,-2,-2
CN(C(=O)COC(=O)c1ccc(C#N)cc1)c1ccccc1,0,-3,0,-3.0,12,8,0.5,-4,-14
COc1cc(C(=O)NCCCCCCNC(=O)c2cc(OC)c(OC)c(OC)c2)cc(OC)c1OC,-1,-1,2,3.2,12,10,1.1,-15,-2
CCSc1cnc(-c2ccccc2)n1CC,3,1,4,-3.3,20,3,-3.8,-5,5
Cc1ccc(CNS(=O)(=O)c2ccc3c(c2)n(C)c(=O)n3C)cc1,2,-7,-1,-1.2,28,46,-1.4,1,-7
CNC(=O)c1c(NC(=O)c2cccc(C)c2)sc2c1CCC2,2,0,1,4.7*,20,24,2.2,11,14
Cn1cc(C(=O)NCCO)c(=O)c2ccccc21,4,-1,5,-0.8,6,-4,0.5,1,-12
CC(C)CCNC(=O)C1CC(c2cccc([N+](=O)[O-])c2)=NO1 (stereo unspecified),-3,-1,-1,-2.5,14,1,0.4,-8,2
CCOC(=O)C1=C(N)Oc2cc(O)ccc2C1c1ccccc1 (stereo unspecified),7,6,3,-0.2,6,-8,-1.0,-3,6
COc1ccc(C2CC(c3ccc(OC)cc3O)=NN2C(=O)c2ccccc2)cc1 (stereo unspecified),8,-14,1,-4.7,17,2,-1.1,-5,-7
CCOC(=O)c1nn(-c2ccc(F)cc2)c2nc(Nc3ccccc3)cc(=O)n12,5,-3,2,-2.5,34,7,-1.9,1,-1
CCN(CC(=O)NC1CCS(=O)(=O)C1)c1ccc(S(C)(=O)=O)cc1[N+](=O)[O-] (stereo unspecified),1,3,4,-2.2,0,24,0.0,-3,2
O=C(CCCSc1nc2ccccc2[nH]1)N1CCN(c2ccc([N+](=O)[O-])cc2)CC1,6,-3,-4,-2.2,-8,35,0.2,14,18*
Cc1ccc(NC(=O)CNC(=O)c2ccco2)cc1,5,9,3,-3.5,5,-6,-2.3,-1,-12
CCOC(=O)N1CCN(c2c(NCc3ccccc3Cl)c(=O)c2=O)CC1,1,-9,0,-2.6,5,-21,-3.4,3,-3
O=C(COc1ccc([N+](=O)[O-])cc1)Nc1cccc2nsnc12,-4,-2,4,-0.9,25,43,0.1,-1,4
Cc1ccc(S(=O)(=O)N(C(=N)N)c2nc(N(C)C)nc(N(C)C)n2)cc1,-10,-16,0,-2.3,14,37,0.6,-2,-1
COc1ccc(-c2[nH]ncc2CNC(C)c2cn(C)nc2C)c(F)c1 (stereo unspecified),7,-9,-1,-3.8,7,39,-1.9,-1,-5
O=C(Cc1ccccc1)N1CCCC(c2nc(-c3ccc(S(=O)(=O)N4CCCC4)cc3)no2)C1 (stereo unspecified),5,-6,-4,0.7,-3,15,-0.5,-5,-11
Cc1c(Br)c(O)c(Br)c(O)c1/C=N/n1c(-c2ccccc2)n[nH]c1=S,7,-6,0,-1.5,-45,-20,19*,29*,-17
O=C(NCc1ccc(F)cc1)c1ccc(NC(=O)C2CCCO2)cc1 (stereo unspecified),5,-12,3,-1.8,17,10,0.7,0,11

# By substructure: the compounds so far with an aryl methoxy group (8)
SMILES,IDE cell inh,pCIP destab,IDE act,IMP-1 inh,NALP1 inh,PHOSPHO1 block,VIM-2 inhibitor,M18AAP inhibitor,GPR7 antag
COc1ccc(CN2CCNC(=O)C2CC(=O)N(C)Cc2ccncn2)c(OC)c1 (stereo unspecified),-3,-2,-2,-0.3,4,7,-0.1,-1,-12
COc1ccccc1CNC(=O)c1ccc(NS(=O)(=O)c2c(C)noc2C)cc1,1,-6,-5,-3.4,22,16,-2.1,0,-5
COc1cc2[nH]c(=O)n(CCCCCC(=O)NCCCN3CCCC3=O)c(=O)c2cc1OC,5,5,6,-2.7,29,-22,-3.7,1,-12
COc1cccc(-c2noc(C(C)n3nc(C)c([N+](=O)[O-])c3C)n2)c1 (stereo unspecified),8,-8,5,-2.4,-4,16,-1.4,3,-14
COc1ccc(OC)c(C2C(C(=O)c3ccco3)=C(O)C(=O)N2Cc2cccnc2)c1 (stereo unspecified),4,9,0,-1.5,3,33,61*,12,1
COc1cc(C(=O)NCCCCCCNC(=O)c2cc(OC)c(OC)c(OC)c2)cc(OC)c1OC,-1,-1,2,3.2,12,10,1.1,-15,-2
COc1ccc(C2CC(c3ccc(OC)cc3O)=NN2C(=O)c2ccccc2)cc1 (stereo unspecified),8,-14,1,-4.7,17,2,-1.1,-5,-7
COc1ccc(-c2[nH]ncc2CNC(C)c2cn(C)nc2C)c(F)c1 (stereo unspecified),7,-9,-1,-3.8,7,39,-1.9,-1,-5

# High-throughput results: PubChem, several laboratories
